High-throughput results: PubChem BioAssay, National Center for Advancing Translational Sciences (NCATS)
aGlu spleen mod – qHTS Assay for Inhibitors and Activators of Human alpha-Glucosidase From Spleen Homogenate; Lysosomal alpha-glucosidase (Homo sapiens), P10253; human spleen homogenate, 4-MU-alpha-glucoside fluorescence; Potency, µM (doses to about 79.9 µM), inactives show top-dose activity change, negative = inhibition, actives largely listed as inhibitors; 240,000 compounds, 0.006% hits; AID 2112, 2009;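 also: 0% = enzyme with vehicle and -100% = no enzyme basal signal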
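Human spleen homogenate (1 ug) incubated with compounds and 1 mM 4-methylumbelliferyl-alpha-D-glucopyranoside in pH 5.0 citrate/phosphate buffer, 37 C, 40 min. Stopped at pH 10; 4-MU fluorescence (Ex 365/Em 440 nm); AC50 by Hill fit.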
RGS12 GoLoco inh – qHTS Assay for Inhibitors of RGS12 GoLoco Motif Activity (Red Fluorophore). Gai1:RGS12 GoLoco peptide FP, rhodamine, 10 min. Potency, µM (series often up to 61.6 µM), for inactives: top-dose activity, negative = inhibition, most hits filed as inhibitors. 230,000 compounds, 0.44% hits. AID 880, 2007; active = well fitted inhibition curve with a large enough effect, not every such curve was filed as active; inactive = no such curve, though single readings can be large or run the other way; also: % is scaled to controls: 0 for no effect and ±100 for the full control effect; nearly all actives have a fitted effect of over 30% in size; many of its hits are not listed in these tables
aGal spleen mod – qHTS Assay for Inhibitors and Activators of Human alpha-Galactosidase From Spleen Homogenate | Alpha-galactosidase A (Homo sapiens), P06280 | human spleen homogenate, 4MU-alpha-Gal fluorescence, 40 min | Potency, µM (titrated, usually from 80 µM), for the others: at the highest dose activity change, negative = inhibition, most hits filed as inhibitors | 240,000 compounds, 0.008% hits;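 also: 0% = enzyme with vehicle and -100% = no enzyme basal signal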
Target sequence (P06280 32-429 limits assumed): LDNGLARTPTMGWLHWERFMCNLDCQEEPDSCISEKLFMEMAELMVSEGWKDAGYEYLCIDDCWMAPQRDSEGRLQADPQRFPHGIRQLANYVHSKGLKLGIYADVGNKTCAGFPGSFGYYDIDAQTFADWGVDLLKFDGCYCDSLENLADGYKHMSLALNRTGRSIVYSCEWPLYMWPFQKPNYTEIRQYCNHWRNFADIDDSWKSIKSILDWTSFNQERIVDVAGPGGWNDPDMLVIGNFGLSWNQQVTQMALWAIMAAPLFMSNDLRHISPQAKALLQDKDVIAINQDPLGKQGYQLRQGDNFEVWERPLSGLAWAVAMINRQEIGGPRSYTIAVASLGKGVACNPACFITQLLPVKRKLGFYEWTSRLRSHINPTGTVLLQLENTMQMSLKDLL
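Human spleen homogenate (1 ug) as enzyme source, 4-methylumbelliferyl-alpha-D-galactopyranoside 1 mM final, citrate/phosphate pH 5.0 with 0.01% Tween-20. Compounds 40 min at 37C, NaOH/glycine stop; fluorescence Ex 365/Em 440, Hill-fit AC50.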
ALDH1A1 block – qHTS Assay for Inhibitors of Aldehyde Dehydrogenase 1 (ALDH1A1) | Purified ALDH1A1, NADH fluorescence, propionaldehyde substrate | AID 1030, 2008 | 220,000 compounds, 7.3% hits | Aldehyde dehydrogenase 1A1 (Homo sapiens), P00352 | Potency, µM (doses to about 75.3 µM), without a hit: at the top dose activity, negative = inhibition, hits mostly inhibitors; active = well fitted inhibition curve with a large enough effect, not every such curve was filed as active; inconclusive = small, poorly fitted or top-dose-only effect, or another doubt; inactive = no such curve, though single readings can be large or run the other way;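 also: plate controls were no enzyme wells and a reference inhibitor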
Target sequence (P00352 whole entry, looked up): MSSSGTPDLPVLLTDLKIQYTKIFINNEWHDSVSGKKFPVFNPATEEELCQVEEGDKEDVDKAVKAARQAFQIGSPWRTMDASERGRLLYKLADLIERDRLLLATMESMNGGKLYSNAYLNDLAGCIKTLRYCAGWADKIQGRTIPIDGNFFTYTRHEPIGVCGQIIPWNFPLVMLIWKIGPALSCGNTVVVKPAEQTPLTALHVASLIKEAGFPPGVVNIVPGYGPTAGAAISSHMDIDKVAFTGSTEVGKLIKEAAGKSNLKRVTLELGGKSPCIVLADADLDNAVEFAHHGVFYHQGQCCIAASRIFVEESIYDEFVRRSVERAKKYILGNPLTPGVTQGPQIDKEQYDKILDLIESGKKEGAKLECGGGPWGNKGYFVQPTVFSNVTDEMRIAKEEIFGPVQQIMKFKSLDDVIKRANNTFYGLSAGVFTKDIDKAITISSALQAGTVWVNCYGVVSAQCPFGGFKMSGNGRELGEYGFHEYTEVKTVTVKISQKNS
GAA glycogen mod – qHTS Assay for Inhibitors and Activators of Human alpha-Glucosidase Cleavage of Glycogen. recombinant GAA, glycogen substrate, Amplex Red glucose oxidase fluorescence. Potency, µM (highest dose often 76.4 µM), inactives show at the highest dose activity change, negative = inhibition, most hits filed as inhibitors. 300,000 compounds, 0.38% hits. AID 2100, 2009;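 also: 0% = full enzyme reaction and -100% = no-enzyme basal signal; the screen sought inhibitors and activators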
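Recombinant human enzyme (4 nM); glycogen substrate; 37 C, 40 min, pH 5.0. Readout: coupled glucose oxidase/Amplex Red fluorescence.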
JMJD2E inh – qHTS Assay for Inhibitors of Human Jumonji Domain Containing 2E (JMJD2E). JMJD2E catalytic domain, FDH-coupled NADH fluorescence (FDH is formaldehyde dehydrogenase). Potency, µM (series often up to 57.1 µM), inactives show at the highest dose activity change, negative = inhibition, hits mostly inhibitors. 230,000 compounds, 1.6% hits. AID 2147, 2009; active = well fitted inhibition curve with a large enough effect, not every such curve was filed as active; inconclusive = small, poorly fitted or top-dose-only effect, or another doubt; inactive = no such curve, though single readings can be large or run the other way;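 also: 0% = wells with enzyme and -100% = buffer wells without enzyme; nearly all actives have a fitted effect of over 50% in size; many of its hits are not listed in these tables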
GAA inhib – qHTS Assay for Inhibitors of Human alpha-Glucosidase as a Potential Chaperone Treatment of Pompe Disease. purified human GAA, 4-MU-alpha-glucoside fluorescence. Potency, µM (top dose mostly 76.9 µM), inactives show top-dose activity change, negative = inhibition, usual class: inhibitors. 200,000 compounds, 0.005% hits;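 also: plate controls were uninhibited enzyme wells for no effect and no-enzyme background for full effect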
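Human alpha-glucosidase, 4 nM, pre-mixed with test compounds before 400 uM 4-methylumbelliferyl substrate; 20 min room temperature at pH 5.0. Fluorescence read after pH 10 stop; AC50 values from Hill-equation fits.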
SMN2 splice enh – qHTS Assay for Enhancers of SMN2 Splice Variant Expression. HEK293 SMN2-luciferase splicing reporter, luminescence, 30-36 h. Potency, µM (titrated, usually from 46.1 µM), inactives show top-dose activity change, positive = activation, usual class: activators. 210,000 compounds, 2.8% hits; also: % of control where 0% means no effect; nearly all actives have a fitted effect of over 55% in size
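HEK293 cells carry an SMN2 minigene-luciferase reporter in which exon 7 inclusion puts luciferase in frame. Cells were seeded at 2000 cells/well, attached for 10-12 hours, then exposed to compounds for 30-36 hours at 37C before ONE-Glo luminescence.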
* marks the source's active call; other numbers are inactive results; u = inconclusive; x = no result given; & = joins results of further samples; [ ] = another dose, or the depositor's remark. Unless noted, calls follow the shape of the dose curve; as a rule, active = well fitted curve in the direction sought with a large enough effect; inconclusive = small, poorly fitted or top-dose-only effect, or another doubt; inactive = no such curve, though single readings can be large; an effect the other way counts as inactive or inconclusive. Potency is read from the fitted curve at half-maximal effect.

SMILES,aGlu spleen mod,RGS12 GoLoco inh,aGal spleen mod,ALDH1A1 block,GAA glycogen mod,JMJD2E inh,GAA inhib,SMN2 splice enh
CCC(C)C(=O)Nc1nnc(-c2cccs2)s1 (stereo unspecified),1%,-3%,11%,u,6%,u,-10%,6%
CN1/C(=C\C(=O)C[n+]2ccc(C(=O)c3ccccc3)cc2)C(C)(C)c2ccccc21,1%,8%,-5%,-6%,20%,1%,-11%,-2%
COc1ccccc1C(=O)NNC(=O)c1cccc(F)c1,-6%,-2%,2%,7%,11%,-4%,0%,3.2µM*
CCOc1ccc(N(CC(=O)NCCc2ccc(OC)cc2)S(C)(=O)=O)cc1,-11%,-1%,-1%,-3%,-10%,4%,5%,x
CC(=O)Nc1ccc(NC(=O)COc2cccc3c2OC(C)(C)C3)cc1,4%,-1%,4%,-11%,-2%,0%,-2%,37%
CCc1ccc(NC(=O)CCn2cccc2)cc1,0%,19%,-11%,-16%,-13%,-5%,-5%,15%
CCC(OC(=O)C1=Cc2ccccc2OC1)C(=O)NCc1ccco1 (stereo unspecified),-1%,10%,-16%,u,-6%,u,u,x
CCCn1c(SCC(=O)NC(C)(C)C)nnc1C(C)C,-6%,-9%,-3%,6%,0%,13%,-1%,-4%
CCOCCO,-2%,11%,9%,u,x,x,x,4%
N#CCCn1ccc(NC(=O)c2ccc(Cl)cc2)n1,-6%,3%,-6%,13%,4%,-3%,2%,-3%
Cc1sc2nc(SCC(=O)N3CCCC3)[nH]c(=O)c2c1C,3%,5%,4%,u,8%,-2%,1%,6%
Cc1cc(C)n(CC(O)CN(c2ccccc2)S(=O)(=O)c2ccccc2)n1 (stereo unspecified),-12%,6%,-11%,10%,-4%,9%,-5%,-3%
CCc1nn2cc(C(=O)c3ccccc3O)cnc2c1-c1ccc(F)cc1,-12%,-8%,1%,u,8%,3%,-2%,-21%
Clc1ccc(-c2cc(COc3ccccc3)no2)cc1Cl,-8%,3%,-12%,-1%,-1%,-5%,-1%,13%
Cc1ccc(C2=NNC(=Nc3ccc(F)cc3)SC2)cc1,0%,-2%,0%,-11%,5%,-1%,1%,-1%
COc1ccc(-c2cc3ccccc3n2CC(O)CN2CCN(CCO)CC2)cc1 (stereo unspecified),-4%,4%,4%,u,-4%,u,4%[15.4 µM],u
Cc1cc(=O)c2ccccc2n1CC(=O)NCc1ccccc1,3%,-2%,5%,-1%,-5%,2%,3%,-69%[inhibitor]
COc1cccc(-c2nc(CS(=O)(=O)CC(=O)NCc3ccc(Cl)cc3)c(C)o2)c1,1%,3%,5%,16%,-2%,-2%,0%,-14%
COc1ccc(OCC(=O)Sc2ccc(C)cc2)cc1,0%,6%,0%,u,-25%,5%,-5%,15%
O=C(CN1C(=O)CCC1=O)Nc1cccc(NC(=O)CN2C(=O)CCC2=O)c1,3%,0%,4%,2%,1%,2%,1%,-18%
S=C(NC1CCCCC1)N(CCc1ccccc1)CCc1ccccc1,1%,x,1%,-5%,-11%,-8%,-4%,x
C/C(=N\Nc1ccc(Cl)c(C(=O)O)c1)c1cccs1,2%,-7%,-3%,x,u,-28%,x,x
Cc1cc([N+](=O)[O-])ccc1NC(=S)NC(=O)C(c1ccccc1)c1ccccc1,-1%,-10%,7%,u,19%,-5%,-1%,-10%
C/C(=N\O)C(C)(C)Nc1ccc(Cl)cc1,-12%,4%,-17%,x,1%,1%,x,x
S=C1NNC2(NN1)C1CC3CC(C1)CC2C3,2%,-5%,-3%,-6%,u,-9%,2%,15%
COc1cc(/C=N/NC(=O)Cc2nnc(N)s2)cc(OC)c1OC,5%,11%,1%,x,5%,-21%,x,x
CCOC(=O)c1ccc(NC(=O)C(C)NS(=O)(=O)c2ccc(OC)cc2)cc1 (stereo unspecified),7%,36%[activator],8%,14µM*,-9%,11%,-4%,13%
Cn1c2ccccc2c2c(C(=O)N3CCN(c4ccccn4)CC3)cn(C3CCCC3)c(=O)c21,-3%,-4%,5%,u,-15%,u,-7%,1%
CC(=O)NCCOc1cccc2cccnc12,3%,4%,4%,15%,1%,-10%,-13%,1%
CCOC(=O)c1c(NC(=O)OC)sc(C(=O)N(CC)CC)c1C,-6%,8%,9%,u,-4%,1%,1%,u
CC(C)C[C@H](NC(=O)[C@H](CCCCN)NC(=O)[C@H](CCCNC(=N)N)NC(=O)[C@H](C)NC(=O)[C@H](CO)NC(=O)[C@H](CCCCN)NC(=O)[C@H](CCCNC(=N)N)NC(=O)[C@H](C)NC(=O)CNC(=O)[C@@H](NC(=O)[C@H](Cc1ccccc1)NC(=O)CNC(=O)CNC(=O)[C@@H](N)Cc1ccccc1)[C@H](C)O)C(=O)N[C@@H](C)C(=O)N[C@@H](CC(N)=O)C(=O)N[C@@H](CCC(N)=O)C(=O)O,2%,1%,-6%,4%,x,x,x,2%
CC(C)=CCN1CCN(Cc2nc(-c3ccccc3)cs2)CC1CCO (stereo unspecified),6%,9%,1%,-13%,10%,-2%,-2%,x
COc1ccc(C(=O)CSc2n[nH]c(=O)n2Cc2ccco2)cc1,-4%,8%,0%,x,6%,2%,x,x
Cc1ccccc1OCCNc1ccc(C(F)(F)F)cc1[N+](=O)[O-],-6%,-2%,-3%,u,0%,1%,-7%,-3%
COc1cc2c(cc1NC(=O)c1cc(-c3ccccn3)nc3ccccc13)oc1ccccc12,6%,1%,3%,7%,-2%,-10%,10%,-17%
OCc1cc(-c2ccc(Cl)c(Cl)c2)on1,-19%,9%,1%,-15%,9%,-4%,6%,-5%
Cc1csc(NC(=O)C2C3C=CC(O3)C2C(=O)O)n1 (stereo unspecified),5%,5%,9%,u,8%,1%,-12%,20%
N=C(N)S/C=C\C(=O)O,3%&6%,-8%&6%,7%&-19%,7.9µM*,x,-11%,x,-3%
NC(=O)CSc1nnc(-c2cccnc2)n1CCc1ccccc1,7%,4%,10%,12%,-3%,2%,-1%,13%
CCS(=O)(=O)N1Cc2ccccc2CC1C(=O)Nc1nc2ccc(C)cc2s1 (stereo unspecified),6%,5%,3%,u,9%,1%,-16%,1%
Cc1cc(Cl)c(S(=O)(=O)Nc2ccc3c(c2)OCO3)cc1OCC(N)=O,-1%,-2%,-2%,6%,-1%,-6%,-6%,-18%
S=c1[nH]cc(-c2ccc(Cl)cc2)n1Cc1ccccc1,-1%,-1%,0%,u,-8%,5%,-6%,x
Cc1cc(C)c2[nH]c(=O)c(CN(CC3CCCO3)C(=O)c3cnccn3)cc2c1 (stereo unspecified),-13%,-1%,11%,-6%,1%,-20%,-7%,-1%
Cc1ccc(S(=O)(=O)NCC(=O)N(CC(=O)NC2CCCC2)c2ccc3c(c2)OCCO3)cc1,4%,6%,4%,-15%,-8%,4%,-7%,0%
O=C1CC(N2CCN(c3ccccn3)CC2)C(=O)N1CC(c1ccccc1)c1ccccc1 (stereo unspecified),2%,-8%,7%,3.2µM*,-15%,-5%,0%,-40%[inhibitor]
CCn1cc(C(=O)N(CCCN2CCOCC2)Cc2ccco2)c(=O)c2ccc(C)nc21,-3%,7%,0%,3%,-1%,9%,-1%,5%
CCN(C(=S)NCCOC)c1cccc2ccccc12,-2%,1%,-6%,u,12%,-1%,6%,0%
Cn1c(SCC(N)=O)nnc1C1CCN(C(=O)NC2CCCCC2)CC1,-6%,x,-14%,9%,12%,u,-2%,x
Cc1ccc(C)c(S(=O)(=O)N2CCN(Cc3ccc(O)c4ncccc34)CC2)c1,-4%,-4%,-5%,4%,-6%,3.5µM*,-7%,-75%[inhibitor]
COc1ccc(CNCc2cc3c(C(C)(C)C)nn(-c4ccccc4)c3[nH]c2=O)cc1,0%,-16%,6%,u,-2%,u,-5%,u
CCOC(=O)c1ccc(NC(=O)CSc2nnc(CNC(=O)c3ccccc3F)o2)cc1,0%,8%,6%,u,0%,-1%,u,8%
CCC(C)(C(=O)NC1CCCC1)N(Cc1cccs1)C(=O)Cc1cccs1 (stereo unspecified),1%,7%,-6%,-6%,2%,-2%,-7%,8%
O=C(N/N=C/c1ccncc1)c1nn(Cc2ccccc2)c(=O)c2ccccc12,2%,-3%,1%,-11%,0%,3%,0%,-6%
O=C(CSc1nnc2ccccn12)NNC(=O)c1ccc(F)cc1,9%,1%,0%,4%,6%,u,7%,6%
Cc1ccc(-n2[nH]c(C)c(C=NC34CN5CN(CN(C5)C3)C4)c2=O)cc1C,-2%,5%,3%,-2%,9%,-6%,0%,12%
CCOc1ccc(-c2cc(C(=O)NCC3CCCO3)c3ccccc3n2)cc1 (stereo unspecified),-2%,7%,-2%,u,1%,u,2%,u
O=C(Nc1ccc2nsnc2c1)c1cccs1,7%,1%,5%,4%,0%,u,-2%,-6%

Compound profiles, as listed above.
Cc1ccc(C)c(S(=O)(=O)N2CCN(Cc3ccc(O)c4ncccc34)CC2)c1 across the screens: aGlu spleen mod = -4%; RGS12 GoLoco inh = -4%; aGal spleen mod = -5%; ALDH1A1 block = 4%; GAA glycogen mod = -6%; JMJD2E inh = 3.5µM*; GAA inhib = -7%; SMN2 splice enh = -75%[inhibitor]
Cc1ccc(-n2[nH]c(C)c(C=NC34CN5CN(CN(C5)C3)C4)c2=O)cc1C across the screens: aGlu spleen mod = -2%; RGS12 GoLoco inh = 5%; aGal spleen mod = 3%; ALDH1A1 block = -2%; GAA glycogen mod = 9%; JMJD2E inh = -6%; GAA inhib = 0%; SMN2 splice enh = 12%

This is a subset; rates above refer to the full screens.
